# Screens as filed in PubChem.
# D2 ag = activates the human D2 dopamine receptor; HEK293 T-REx D2 cells, calcium flux agonist mode; activation, % at 2 µM; 340,000 tested, 0.53% active; AID 485358;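 active means activation over 3 SD above normal in the single-dose calcium agonist read, cut at about 30% in these data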; further: 0% is about no effect
#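 Tetracycline-induced HEK293 T-REx cells with force-coupled D2 receptor, plated overnight at 30 C, loaded with no-wash calcium dye. After a 10 s baseline, compound was pin-added and calcium flux read kinetically for 180 s; calcium rises flagged agonists.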
# RGS4 inhibitor = inhibitors of human regulator of G protein signaling 4; P49798; Transcreener GDP fluorescence polarization, RGS4-accelerated GTP hydrolysis; Potency, µM (doses to about 114 µM), inactives show top-dose activity change, negative = inhibition, most hits filed as inhibitors; 390,000 tested, 0.039% active; further: potency means the concentration at half of the fitted maximal effect; on the % scale 0 is the no-effect control and ±100 the full control effect; nearly all actives have a fitted effect of over 75% in size; some results filed as inactive show a strong effect at the top dose
# Target sequence (P49798 whole entry, looked up): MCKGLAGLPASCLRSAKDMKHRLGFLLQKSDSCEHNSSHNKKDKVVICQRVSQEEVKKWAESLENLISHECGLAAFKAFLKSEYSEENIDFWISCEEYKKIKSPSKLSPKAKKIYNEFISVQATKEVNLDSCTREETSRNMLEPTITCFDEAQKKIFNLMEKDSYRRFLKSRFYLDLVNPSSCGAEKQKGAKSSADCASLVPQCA
#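 MLSMR compounds (23 nl, pin-transferred) preincubated 10 min at room temperature with a 500nM (2x) first reagent, then RGS4 at 900nM (2x) plus Transcreener GDP mix added; fluorescence polarization (620/688 nm) read before and after 90 min at 30 °C.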
# LDHA block = LDHA (human) enzyme inhibition. P00338. purified LDHA, NADH/diaphorase-resazurin fluorescence; hits give low values. activity change, % (values are at about 110 or 230 µM). 480,000 tested, 0.15% active; in the data active means activity change below about -30%; inconclusive means mostly about -25% to -30%;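 further: plate controls were DMSO wells for no effect and wells without enzyme for full effect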
#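 Remaining NADH was detected by diaphorase (0.133 mg/mL) converting 37 µM resazurin to fluorescent resorufin, read at 0 and 20 minutes. The preceding 5-minute room-temperature reaction used 2 nM LDHA, 0.2 mM sodium pyruvate and 0.06 mM NADH at pH 7.4.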
# ERG-DNA inh = ERG Ets/DNA interaction inhibition; fluorescence polarization, His-ERG Ets domain / labelled DNA; 370,000 tested, 0.028% active; Potency, µM (series often up to 76.9 µM), inactives show top-dose FP activity, negative = inhibition, usual class: inhibitors; active means well fitted inhibition curve with a large enough effect in the polarisation, with a control signal flat; inconclusive means small, poorly fitted or top-dose-only effect, or effect the other way, or a change in a side signal; inactive means no such curve, though single readings can be large or run the other way; the % refers to the polarisation;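 further: polarization taken with two DNA probes labelled with fluorescein and Texas red; potency means the concentration at half of the fitted maximal effect; % of control where 0% means no effect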
# Target sequence (P11308 whole entry, looked up, the tested form may be a part): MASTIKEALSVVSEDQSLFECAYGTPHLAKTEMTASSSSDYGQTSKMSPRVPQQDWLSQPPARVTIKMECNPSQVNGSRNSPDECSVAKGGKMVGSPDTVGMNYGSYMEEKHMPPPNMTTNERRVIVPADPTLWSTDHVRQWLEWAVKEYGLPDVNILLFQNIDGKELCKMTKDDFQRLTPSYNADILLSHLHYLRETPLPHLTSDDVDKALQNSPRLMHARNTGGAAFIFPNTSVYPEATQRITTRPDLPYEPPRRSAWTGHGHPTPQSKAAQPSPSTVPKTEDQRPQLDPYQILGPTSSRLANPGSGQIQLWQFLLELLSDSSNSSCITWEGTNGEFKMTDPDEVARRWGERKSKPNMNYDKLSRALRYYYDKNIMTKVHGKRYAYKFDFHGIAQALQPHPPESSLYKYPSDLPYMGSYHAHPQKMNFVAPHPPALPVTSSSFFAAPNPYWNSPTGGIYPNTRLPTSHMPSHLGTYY
#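 His-tagged ERG Ets domain (1 uM in the protein solution; 300mM KCl, 50mM Tris-HCl, 1mM EDTA, 1mM DTT, pH 7.5) received compound, then a probe mix of 5 nM fluorescein-DNA and 100nM Texas-615-DNA. Fluorescence polarization was read for both dyes.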
# Vif-APOBEC3G blk = blocks the Vif interaction with human APOBEC3G | Q9HC16 | 410,000 tested, 0.076% active | HeLa A3G-eYFP + Vif (tagged APOBEC3G with the HIV-1 protein that degrades it), YFP fluorescence, overnight | Potency, µM (highest dose often 46.1 µM), for inactives: at the top dose activity, negative = active, hits mostly inhibitors;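 further: potency means the concentration at half of the fitted maximal effect; on the % scale 0 is the no-effect control and ±100 the full control effect; nearly all actives have a fitted effect of over 60% in size; hits raise eYFP signal because A3G escapes Vif-driven loss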
# Target sequence (Q9HC16 whole entry, looked up): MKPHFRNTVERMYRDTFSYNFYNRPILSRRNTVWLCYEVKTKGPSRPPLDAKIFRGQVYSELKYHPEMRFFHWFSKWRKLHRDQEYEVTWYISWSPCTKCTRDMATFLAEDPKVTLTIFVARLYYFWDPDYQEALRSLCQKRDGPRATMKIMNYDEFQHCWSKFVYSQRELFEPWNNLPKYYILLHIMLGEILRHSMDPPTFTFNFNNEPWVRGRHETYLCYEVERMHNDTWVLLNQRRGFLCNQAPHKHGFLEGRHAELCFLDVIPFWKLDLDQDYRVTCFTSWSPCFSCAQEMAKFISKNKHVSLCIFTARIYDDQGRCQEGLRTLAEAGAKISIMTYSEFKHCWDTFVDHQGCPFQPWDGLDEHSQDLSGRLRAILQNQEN
#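 Read-out is eYFP fluorescence (Ex 488/Em 500-530) from Vif-expressing HeLa A3G-eYFP cells; more signal means A3G escaped Vif-mediated degradation. Cells plated overnight, compound pinned in, incubated overnight at 37 deg C.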
# Vif-A3F inh = Vif-A3F binding inhibition | HeLa A3F-eYFP + Vif (tagged APOBEC3F with the HIV-1 protein that degrades it), YFP fluorescence increase | Potency, µM (highest dose often 46.1 µM), for the others: at the highest dose activity, negative = active | 390,000 tested, 0.2% active; further: potency means the concentration at half of the fitted maximal effect; % of control where 0% means no effect; nearly all actives have a fitted effect of over 65% in size
#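 Fluorescence increase (Ex 488/Em 500-530) after overnight compound treatment at 37 deg C flags inhibition of Vif-driven A3F-eYFP loss in stable HeLa A3F-eYFP/Vif cells seeded overnight beforehand.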
# 12-LOX inh = blocks human arachidonate 12S-lipoxygenase | P18054 | purified 12hLO, xylenol orange hydroperoxide absorbance | Potency, µM (doses to about 108 µM), without a hit: at the top dose activity change, negative = inhibition, hits mostly inhibitors | 580,000 tested, 1.1% active | AID 1671190; further: potency means the concentration at half of the fitted maximal effect; on the % scale 0 is the no-effect control and ±100 the full control effect
#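 Hydroperoxide product was detected by ferrous iron/xylenol orange as the 573 to 405 nm absorbance ratio. Arachidonic acid at 40 uM (final) was turned over for 30 min at room temperature by 150 nM human 12hLO, pH 7.0 Hepes buffer, after 15 min compound preincubation.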
# D2 antagonist = antagonists of human D2 dopamine receptor; inhibition, % at 10 µM; HEK293 TREx D2 cells, calcium flux, dopamine EC80; 340,000 tested, 2% active; P14416; in the data active means inhibition above about 30%; further: 0% is about no effect
#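 Read-out: kinetic calcium fluorescence (1 cycle/s) in inducible HEK293 T-REx D2 cells after an EC80 dopamine addition that followed 180 s compound preincubation. Loss of the dopamine response indicates antagonism.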
# GRP78 ERSR act = ER stress response induction in glioma; 420,000 tested, 0.02% active; U87-MG GRP78 promoter luciferase reporter, 16 h; Potency, µM, for the others: at the top dose activation, hits mostly activators; further: potency means the concentration at half of the fitted maximal effect; series mostly up to about 76 µM; % of control where 0% means no effect; nearly all actives have a fitted effect of over 35% in size
#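 Stably transfected U87-MG human glioma cells carrying a GRP78-based luminescent sensor were seeded at 1000 cells/well, pin-dosed with compounds and incubated 16 h. Luciferase reagent was then added, and end-point luminescence was read after 10 min at room temperature.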
# Active calls of the source: *; u = inconclusive; x = not tested or not shown; & = joins results of further samples; [ ] = another dose, or the depositor's remark. Unless noted, the call rests on the fitted dose curve; in most records, active means well fitted curve in the direction sought with a large enough effect; inconclusive means small, poorly fitted or top-dose-only effect, or another doubt; inactive means no such curve, though single readings can be large; an effect the other way counts as inactive or inconclusive.
1) C/C(CC(=O)NCc1ccco1)=N\NC(=O)Cc1ccc(Cl)cc1
2) CCS(=O)(=O)c1nc(S(=O)(=O)c2ccc(Cl)cc2)c(N2CCN(CCO)CC2)s1
3) COc1ccc(C(C)(C)C)cc1NC(=O)COC(=O)CSCc1c(C)noc1C
4) Cc1ccc(C(=O)OCc2ccc3c(c2)OCO3)cc1S(=O)(=O)N1CCCCC1
5) CC1(C(=O)NC2CCCCC2)CCC(=O)N1CC(F)(F)F (configuration not stated)
6) CCOC(=O)c1cn[nH]c1NC(=S)Nc1ccc(Cl)cc1
7) Cc1c(N2C(=O)CSC2c2ccc([N+](=O)[O-])cc2)c(=O)n(-c2ccccc2)n1C (configuration not stated)
8) COc1ccc(/C=C(\NC(=O)c2ccccc2)C(=O)OC[C@@H]2CCC[N+]3(C)CCCCC23)cc1OC (some centres not stated)
Compound	1	2	3	4	5	6	7	8
12-LOX inh	0%	-10%	11%	23%	-8%	0%	240%[activator]	u
Vif-A3F inh	-4%	9%	-17%	0%	x	7%	3%	7%
LDHA block	-2	-2	1	-6	-7	-9	-4	-15
Vif-APOBEC3G blk	0%	1%	2%	3%	-1%	-6%	-9%	3%
D2 ag	0.7	0.5	-0.9	2.0	x	-0.1	1.1	0.0
ERG-DNA inh	-4%	6%	-8%	-7%	x	7%	-9%	5%
RGS4 inhibitor	10%	-29%	-9%	10%	x	-27%	12%	-9%
GRP78 ERSR act	-1%	-6%	-2%	-4%	-3%	-3%	-4%	-4%
D2 antagonist	26	9	36*	-2	x	-3	14	-1

# Six entries from above, reformatted.
item	mol	12-LOX inh	Vif-A3F inh	LDHA block	Vif-APOBEC3G blk	D2 ag	ERG-DNA inh	RGS4 inhibitor	GRP78 ERSR act	D2 antagonist
2	CCS(=O)(=O)c1nc(S(=O)(=O)c2ccc(Cl)cc2)c(N2CCN(CCO)CC2)s1	-10%	9%	-2	1%	0.5	6%	-29%	-6%	9
3	COc1ccc(C(C)(C)C)cc1NC(=O)COC(=O)CSCc1c(C)noc1C	11%	-17%	1	2%	-0.9	-8%	-9%	-2%	36*
4	Cc1ccc(C(=O)OCc2ccc3c(c2)OCO3)cc1S(=O)(=O)N1CCCCC1	23%	0%	-6	3%	2.0	-7%	10%	-4%	-2
5	CC1(C(=O)NC2CCCCC2)CCC(=O)N1CC(F)(F)F (configuration not stated)	-8%	x	-7	-1%	x	x	x	-3%	x
6	CCOC(=O)c1cn[nH]c1NC(=S)Nc1ccc(Cl)cc1	0%	7%	-9	-6%	-0.1	7%	-27%	-3%	-3
7	Cc1c(N2C(=O)CSC2c2ccc([N+](=O)[O-])cc2)c(=O)n(-c2ccccc2)n1C (configuration not stated)	240%[activator]	3%	-4	-9%	1.1	-9%	12%	-4%	14

# Filtered by structure: the entries above containing four or more nitrogen atoms.
6) CCOC(=O)c1cn[nH]c1NC(=S)Nc1ccc(Cl)cc1
7) Cc1c(N2C(=O)CSC2c2ccc([N+](=O)[O-])cc2)c(=O)n(-c2ccccc2)n1C (configuration not stated)
Compound	6	7
12-LOX inh	0%	240%[activator]
Vif-A3F inh	7%	3%
LDHA block	-9	-4
Vif-APOBEC3G blk	-6%	-9%
D2 ag	-0.1	1.1
ERG-DNA inh	7%	-9%
RGS4 inhibitor	-27%	12%
GRP78 ERSR act	-3%	-4%
D2 antagonist	-3	14

# (list continues)
9) O=C(Nc1ccccc1C(=O)NCc1ccco1)NC1CCCCC1
10) COc1cccc(-c2cc(C(=O)N3N=C(C)CC3(O)C(F)F)c3ccccc3n2)c1 (configuration not stated)
11) OCCNCc1c(OCc2ccc(Cl)cc2)ccc2ccccc12
12) Cc1cc(-c2ccccc2)nc(N(C)NC(=O)c2ccc(Cl)cc2)c1S(C)(=O)=O
13) CCOC(=O)C1CCN(C(=O)Cn2cnc3sc(C)c(S(=O)(=O)N4CCC(C)CC4)c3c2=O)CC1
14) Cc1noc(C)c1C(=O)Nc1nc(-c2cccs2)cs1
15) O=C(Nc1cccc(Cl)c1)Nc1ccc2c(c1)OCO2
16) Fc1ccc(Nc2nc(SCc3cccc(Cl)c3)nc3ccccc23)cc1
Compound	9	10	11	12	13	14	15	16
12-LOX inh	46%	-7%	-27%	369%[activator]	-2%	-20%	0%	u
Vif-A3F inh	-7%	-2%	-13%	8%	11%	-2%	-4%	u
LDHA block	-8	-13	2	-1	-8	-6	9	-5
Vif-APOBEC3G blk	1%	0%	0%	1%	-2%	-4%	-1%	-14%
D2 ag	0.0	0.6	-0.9	-0.9	2.0	-2.2	-1.7	0.6
ERG-DNA inh	0%	-10%	7%	11%	-3%	11%	-3%	19%
RGS4 inhibitor	-2%[11.4 µM]	3%	2%[56.9 µM]	1%	-4%	21%	-1%[56.9 µM]	15%
GRP78 ERSR act	-4%	11%	-6%	-5%	-3%	3%	-9%	8%
D2 antagonist	-3	-1	1	-10	15	-2	3	x

17) CC1(c2ccc(Cl)c(Cl)c2)NC(=S)N2C1NC(=S)N2c1ccccc1 (configuration not stated)
18) O=C1CC(C(=O)Nc2ccc(C(=O)O)cc2)C(c2ccccc2)O1 (configuration not stated)
19) O=C(CCc1ccccc1)NNC(=O)Cc1ccccc1
20) Cc1cc(O)ccc1-c1cc(C(=O)NCc2cc(C(F)(F)F)cc(C(F)(F)F)c2)[nH]n1
21) Cc1ccc(S(=O)(=O)c2cn(CC(=O)Nc3ccc4c(c3)OCO4)c3ccccc3c2=O)cc1C
22) Cc1ccc2c(c1)N(Cc1ccccc1)C(=O)C(C)O2 (configuration not stated)
23) C=C(C)Cn1c(SCC(=O)c2ccc(Br)cc2)nc2sc3c(c2c1=O)CCCC3
24) COc1ccc(CCC(=O)OCC(=O)Nc2sccc2C#N)cc1
Compound	17	18	19	20	21	22	23	24
12-LOX inh	-29%[57.4 µM]	0%	1%	u	u	-29%	0%	11%
Vif-A3F inh	11%	-7%	9%	x	1%	x	1%	0%
LDHA block	-4	-4	-4	-2	4	-6	-1	-2
Vif-APOBEC3G blk	-7%	1%	0%	-12%	0%	-5%	1%	-9%
D2 ag	0.9	0.1	-1.1	x	x	x	1.1	x
ERG-DNA inh	-7%	5%	-17%	x	-5%	x	-13%	7%
RGS4 inhibitor	-23%	23%	10%	x	12%	x	-11%	-9%
GRP78 ERSR act	-3%	2%	-4%	u	-2%	-1%	-1%	4%
D2 antagonist	-14	-2	4	x	x	x	x	x

25) Cn1c(-c2ccccn2)[n+](C)c2ccccc21
26) Cc1cc(N2CCCC(C(=O)Nc3ccc4c(c3)CCC4)C2)n2ncnc2n1 (configuration not stated)
27) CC(=C/c1ccc(C(C)C)cc1)/C=N/NC(=O)Cn1nc(C)cc1C
28) CN(Cc1ccccc1)C1CCCN(C(=O)c2ccc(Cl)s2)C1 (configuration not stated)
29) Nc1ccc2nc(-c3ccccc3)[nH]c2c1
30) O=C1C(Cl)=C(N2CCOCC2)C(=O)N1c1ccc(Br)cc1
31) O=C(COC(=O)CCc1nc2ccccc2s1)Nc1ccc(S(=O)(=O)N2CCOCC2)cc1
32) CCC(=O)NC(c1ccc(OC)c(OC)c1)c1cc(Cl)c2cccnc2c1O (configuration not stated)
Compound	25	26	27	28	29	30	31	32
12-LOX inh	-21%	-8%	1%	-29%	-13%	u	-8%	-13%
Vif-A3F inh	28%	6%	-2%	-5%	-4%	-6%	6%	-23%
LDHA block	-5	-5	-1	-6	0	-1	-9	11&9
Vif-APOBEC3G blk	2%	-1%	-4%	0%	-6%	0%	-1%	-13%&-22%
D2 ag	x	-0.2	x	x	0.2	x	-0.1	-0.9
ERG-DNA inh	3%	2%	-3%	2%	-1%	-7%	-8%	-3%
RGS4 inhibitor	2%	11%	-22%	1%	-27%	u	17%	-2%
GRP78 ERSR act	-6%	2%	-3%	1%	-7%	-5%	-3%	-8%&-3%
D2 antagonist	x	-6	x	x	-4	x	24	0

33) O=C(CSc1nnc(-c2ccc(F)cc2)n1-c1ccccc1)NCCN1C(=O)CSC1=O
34) CC1C(=O)NN=C1C(=O)N/N=C/c1ccco1 (configuration not stated)
35) CC(C)S(=O)(=O)C1=NSC2=NC(=O)/C(=C\c3ccc(OC(=O)c4ccco4)cc3)C(=N)N21
36) CCn1ncc(/C=C/C(=O)c2ccccc2)c1C
37) COc1cccc(NC(=O)COC(=O)c2c(C)noc2C)c1
38) O=[N+]([O-])c1ccc(C(=S)N2CCN(c3ccc(F)cc3)CC2)cc1
39) CCOc1c(Br)cc(/C=C(\C#N)C(=O)NC2CC2)cc1OC
Compound	33	34	35	36	37	38	39
12-LOX inh	-18%	-5%	u	-10%	-5%	50µM*	268%[activator]
Vif-A3F inh	-12%	5%	6%	0%	-12%	8%	-9%
LDHA block	-4	-1	-11	-9	-1	-10	-1
Vif-APOBEC3G blk	0%	0%	1%	0%	0%	0%	-3%
D2 ag	0.8	1.3	-0.2	0.5	0.4	-0.2	-1.2
ERG-DNA inh	-1%	4%	6%	22%	10%	2%	2%
RGS4 inhibitor	7%	u	3%	0%	-16%	-36%	-23%
GRP78 ERSR act	-5%	0%	-2%	-4%	-2%	-4%	-4%
D2 antagonist	1	-14	-59	-8	-1	-11	5

# The list is partial; the hit share may differ from the screen's.
